DAGLB inhibitor: DAGLB lipase inhibitors, primary screen, biochemical, fluorescence, HTS | HEK293T DAGLB membrane lysate, EnzChek fluorogenic substrate | inhibition, % at 5.17 µM | 0.059% of 340,000 active | AID 504411, 2011; in the data active = inhibition above about 34%;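 note: 0% = enzyme with vehicle and 100% = wells lacking enzyme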
Target sequence (Q8NCG7 whole entry, looked up): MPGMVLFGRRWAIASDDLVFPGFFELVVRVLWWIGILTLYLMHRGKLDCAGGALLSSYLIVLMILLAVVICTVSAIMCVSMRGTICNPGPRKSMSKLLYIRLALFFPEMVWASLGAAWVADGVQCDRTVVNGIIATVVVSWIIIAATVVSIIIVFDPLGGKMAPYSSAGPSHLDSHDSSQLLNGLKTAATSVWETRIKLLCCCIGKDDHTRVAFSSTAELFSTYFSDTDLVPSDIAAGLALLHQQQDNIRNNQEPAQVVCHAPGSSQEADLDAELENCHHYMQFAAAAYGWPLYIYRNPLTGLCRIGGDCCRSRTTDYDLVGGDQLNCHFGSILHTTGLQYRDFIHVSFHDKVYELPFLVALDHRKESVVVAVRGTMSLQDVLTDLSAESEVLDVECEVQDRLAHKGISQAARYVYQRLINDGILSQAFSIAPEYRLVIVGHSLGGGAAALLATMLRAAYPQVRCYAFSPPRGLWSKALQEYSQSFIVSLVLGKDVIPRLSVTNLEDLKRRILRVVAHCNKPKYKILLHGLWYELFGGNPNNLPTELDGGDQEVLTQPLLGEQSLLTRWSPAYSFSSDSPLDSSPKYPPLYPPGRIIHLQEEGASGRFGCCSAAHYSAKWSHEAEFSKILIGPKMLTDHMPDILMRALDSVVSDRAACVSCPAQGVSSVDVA
Arr AP2 block: inhibitors of beta-arrestin/AP2 binding, primary screen, biochemical, GPCR trafficking, flow cytometry | inhibition, % at 10 µM | 0.31% of 340,000 active | FITC-arrestin peptide / GST-AP2 beads; AP2 beta2 appendage carries R879A mutation;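 active = inhibition above a set limit, near 3 SD of compounds lacking own fluorescence, cut at about 54% in these data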;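 note: plate controls were DMSO wells for no effect and 5 µM unlabelled arrestin peptide for full effect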
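Measured by: flow cytometry, FL1 (488/535 nm); Material: AP2 appendage R879A on GSH beads; Evaluation: percent response; Timing: pre-incubation 12 min, peptide binding 1 h, room temperature; Also added: 50 nM FITC-arrestin peptide; Medium: PBS with 0.05% Tween 20 and 0.1% BSA.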
HTR5A inv ag: HTR5A inverse agonists in luminescence cell assay, primary screen, counter-screen for OPRM1-OPRD1 heterodimer inverse agonist project, full-deck HTS; 0.083% of 340,000 active; HTR5A cell line, inverse agonism; inhibition, % at 9.3 µM; 5-hydroxytryptamine receptor 5A (Homo sapiens), P47898; in the data active = inhibition mostly above about 23%, no sharp cut-off; inactive = mostly below about 18%;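 note: 0% = cells with DMSO and 100% = no-cell wells with DMSO; some compounds called inactive have numbers as strong as hits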
PKA-R2B activ: activators of PKA-R2B holoenzyme, primary screen, biochemical, fluorescence polarization, Cy5-IP20, human; cAMP-dependent protein kinase catalytic subunit beta (Homo sapiens) + cAMP-dependent …; PKA-R2B holoenzyme dissociation; R2B truncated from residue 108, S112A mutant; 0% DMSO only, 100% 113 µM cGMP; activation, % at 11.4 µM; 0.079% of 340,000 active;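 active = activation above a cutoff set at the mean over all compounds plus 3 SD, cut at about 18% in these data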;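 note: higher means more holoenzyme dissociation and a rise in polarization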
Target sequence (P31323 whole entry, looked up, other chains not shown, the tested form may be a part): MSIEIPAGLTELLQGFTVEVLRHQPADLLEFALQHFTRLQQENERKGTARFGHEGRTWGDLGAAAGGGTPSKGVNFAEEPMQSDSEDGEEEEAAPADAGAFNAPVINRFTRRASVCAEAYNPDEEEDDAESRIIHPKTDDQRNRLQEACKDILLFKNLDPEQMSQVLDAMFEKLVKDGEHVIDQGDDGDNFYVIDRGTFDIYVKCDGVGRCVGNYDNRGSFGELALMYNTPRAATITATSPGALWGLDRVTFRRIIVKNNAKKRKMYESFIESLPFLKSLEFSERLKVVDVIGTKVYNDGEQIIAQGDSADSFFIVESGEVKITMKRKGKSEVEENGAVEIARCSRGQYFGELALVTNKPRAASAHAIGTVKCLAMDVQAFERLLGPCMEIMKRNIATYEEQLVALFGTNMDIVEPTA
Pemphigus Ab inh: inhibitors of pemphigus antibody binding to DSG3, primary screen, biochemical, bead-based, flow cytometry, scFv-GFP; AID 588358, 2011; binding (percent of control), % at 10 µM; DSG3-coupled beads, scFv-anti-DSG3-GFP binding; stronger effect = lower value; 0.48% of 310,000 active; Desmoglein-3 (Homo sapiens), P32926;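 active = binding more than 3 SD below its plate's average and above zero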;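 note: hits lower antibody fragment binding to DSG3; some compounds called inactive have numbers as strong as hits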
V-ATPase pH: regulators of yeast V-ATPase proton pumping, primary screen, pHLuorin cytosolic pH fluorescence; S. cerevisiae; response, % at 10 µM; 0.37% of 350,000 active; AID 504577, 2011; in the data active = response mostly above about 7.3%, no sharp cut-off; inactive = mostly below about 5.4%; note: actives read high; inactives centre near 0; some compounds called inactive have numbers as strong as hits; reference of the scale not given here
OPRM1-OPRD1 ag: agonists of OPRM1-OPRD1 heterodimerization, primary screen, cell-based, luminescence; cells; 0.3% of 340,000 active; AID 504326, 2011; Mu-type opioid receptor (Homo sapiens) + Delta-type opioid receptor (Homo sapiens), …; activation, % at 9.3 µM; in the data active = activation above about 18%;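 note: 0% = vehicle-treated cells and 100% = reference agonist; values of inactives mirror those of a sister screen read the other way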
PKA-R1A activ: activators of PKA-R1A holoenzyme, primary screen, biochemical, fluorescence polarization, Cy5-IP20, bovine R1A, mouse PKAc. 0.083% of 340,000 active. PKA-R1A dissociation; scaled: DMSO 0%, 113 µM cGMP 100%. activation, % at 11.4 µM;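 active = percent activation above the mean of all tested compounds plus 3 SD, cut at about 19% in these data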;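 note: higher means more PKAc released from R1A so a rise in polarization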
HTR5A ag ctr: HTR5A agonists in luminescence cell assay, primary screen, counter-screen for OPRM1-OPRD1 heterodimer agonist project, full-deck HTS | activation, % at 9.3 µM | 5-hydroxytryptamine receptor 5A (Homo sapiens), P47898 | 0.61% of 340,000 active | cell-based; in the data active = activation mostly above about 9.5%, no sharp cut-off; inactive = mostly below about 7.6%;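 note: 0% = cells with vehicle only and 100% = reference agonist; strong numbers were not always called active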
OPRM1-OPRD1 inv: inverse agonists of MOR-DOR heterodimerization, primary screen, cell-based, luminescence; inhibition, % at 9.3 µM; Mu-type opioid receptor (Homo sapiens) + Delta-type opioid receptor (Homo sapiens), …; cell-based MOR-DOR heterodimer luminescence, inverse agonism; 0.21% of 340,000 active; in the data active = inhibition above about 22%, passing the limit was not always enough;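 note: 0% = cells with DMSO and 100% = wells without cells with DMSO; values of inactives mirror those of a sister screen read the other way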
Active calls of the source: *; / = no result given.

Molecule,DAGLB inhibitor,PKA-R1A activ,V-ATPase pH,HTR5A ag ctr,HTR5A inv ag,OPRM1-OPRD1 inv,OPRM1-OPRD1 ag,PKA-R2B activ,Arr AP2 block,Pemphigus Ab inh
CCC(CO)Oc1cc(NC(=O)c2cccc(OC)c2)c2ncn(C(C)C)c2c1 (configuration not stated),0,-7,-2,-4,-11,-12,2.0,4,-6,104
c1csc(C2C3=C(Nc4ncnn42)c2ccccc2OC3)c1 (configuration not stated),2,9,2,7,17,17,-3.3,2,8,102
Cc1ccc(S(=O)(=O)N2CCN(C(C)C(=O)N3CCCc4ccccc43)CC2)cc1 (configuration not stated),-3,-9,2,3,-3,5,-0.9,-9,-12,99
C/C(=N\NC(=O)c1c(Cl)cnn1C)c1ccc(NC(=O)c2ccncc2)cc1,-2,-5,-2,6,-15,-1,0.1,7,-9,104
CCN(CC)C(=O)C1CCN(Cc2ccc(Br)cc2)CC1,4,1,/,-3,0,3,-0.5,-10,5,97
CCCc1cc(=O)[nH]c(SCC(=O)c2cc(C)n(CCOC)c2C)n1,-3,4,-2,2,-11,8,-1.4,8,15,103
O=C(NCCc1ccccc1)c1ccccc1[N+](=O)[O-],2,-11,-1,-1,2,2,-0.3,-3,-13,105
CC(C)(C)OC(=O)C1=C(CO)CS[C@@H]2[C@H](NC(=O)Cc3ccccc3)C(=O)N12,0,4,-4,2,-9,7,-1.4,-2,20,97
CCOC(=O)c1c(C)[nH]c(C(=O)CSc2nc(C)cc(C)n2)c1C,-1,6,-10,0,0,0,0.1,-2,/,101
O=C(Nc1nccs1)C1CCCN1S(=O)(=O)c1ccc(Cl)cc1 (configuration not stated),-2,-6,2,5,-1,-7,1.2,-6,-1,106
Cc1ccc(Cl)cc1NC(=O)CCS(=O)(=O)c1ccc2c(c1)n(C)c(=O)c(=O)n2C,-3,1,-2,/,/,/,/,-4,/,103
CC1CN(CCOc2ccccc2C(C)C)CC(C)O1 (configuration not stated),-4,-7,-5,-1,3,5,-1.1,0,38,114
O=C(CN1CCC(C(=O)c2ccc(Cl)cc2)CC1)NC1CCCC1,-2,-9,1,2,-7,-17,2.1,-5,27,99
COCCN(C(=O)COC(=O)Cc1cccc2ccccc12)c1c(N)n(Cc2ccccc2)c(=O)[nH]c1=O,5,6,1,3,10,2,-0.5,2,3,100
CCOc1ccc(NC(=O)C2(c3ccc(OC)c(OC)c3)CCCC2)cc1,0,-8,-1,5,-13,4,-0.8,-1,0,98
O=C1C[C@@H]2c3c(cccc3CN1Cc1ccc(Br)cc1)C[C@@H](O)[C@H]2O,0,3,2,1,12,11,-1.9,14,6,100
C(=N\N1CCN(Cc2ccccc2)CC1)/c1cccnc1,-1,1,0,1,18,8,-1.4,-8,-8,106
Cc1nc(SCC(=O)NCCc2ccccc2)n[nH]1,-2,-2,3,-5,7,7,-1.1,-5,3,94
O=C(CCc1ccccc1)Nc1nc2n(n1)C(c1ccccc1)CC(=O)N2 (configuration not stated),0,4,1,-1,-4,5,-0.9,2,31,101
COc1ccccc1NC(=O)CN1C(=O)NC(CC(C)C)C1=O (configuration not stated),-2,0,-1,2,-31,-1,0.2,3,32,/
CCCn1c(N)c(C(=O)CSc2nncs2)c(=O)[nH]c1=O,1,-6,1,1,4,0,-0.1,0,-8,83
O=C(c1cccnc1)n1nc(-c2ccco2)nc1NCc1cccs1,0,5,8,-3,-30,4,-0.7,-2,-5,96
Cn1c(=O)c2c(nc(CN3CCN(C(=O)c4ccco4)CC3)n2Cc2ccccc2)n(C)c1=O,-1,-5,5,-1,2,15,-3.7,-15,12,/
COc1ccc(Cn2c(=O)[nH]c3cc(C(=O)NCCc4ccc(S(N)(=O)=O)cc4)ccc3c2=O)cc1,0,7,-1,1,-3,16,-3.1,3,110*,95
CCc1ccc(S(=O)(=O)NC(=S)NC2CCCCC2)cc1,3,-14,-2,0,0,18,-3.4,1,28,99

3 entries already listed, arranged by molecular weight, largest number first.
Molecule,DAGLB inhibitor,PKA-R1A activ,V-ATPase pH,HTR5A ag ctr,HTR5A inv ag,OPRM1-OPRD1 inv,OPRM1-OPRD1 ag,PKA-R2B activ,Arr AP2 block,Pemphigus Ab inh
Cc1ccc(S(=O)(=O)N2CCN(C(C)C(=O)N3CCCc4ccccc43)CC2)cc1 (configuration not stated),-3,-9,2,3,-3,5,-0.9,-9,-12,99
C/C(=N\NC(=O)c1c(Cl)cnn1C)c1ccc(NC(=O)c2ccncc2)cc1,-2,-5,-2,6,-15,-1,0.1,7,-9,104
CCOc1ccc(NC(=O)C2(c3ccc(OC)c(OC)c3)CCCC2)cc1,0,-8,-1,5,-13,4,-0.8,-1,0,98

Next part:
Molecule,DAGLB inhibitor,PKA-R1A activ,V-ATPase pH,HTR5A ag ctr,HTR5A inv ag,OPRM1-OPRD1 inv,OPRM1-OPRD1 ag,PKA-R2B activ,Arr AP2 block,Pemphigus Ab inh
COc1ccc(OC)c(NC(=O)Nc2nnc(N3CCC(C)CC3)s2)c1,-1,0,0,5,-14,-28,4.7,1,0,100
COc1ccccc1CNC(=O)c1ccc2nc3[nH]c4ccccc4c3nc2c1,0,-6,4,4,21,-3,0.5,-23,-4,113
C/C(CC(=O)Nc1cccc(Cl)c1Cl)=N\NC(=O)C(=O)NC1CCCCC1,0,-4,-1,-4,-10,-18,2.2,10,42,103
COc1ccc(C(=O)/C=C\N2CCOCC2)cc1,5,-1,5,-6,-22,11,-1.9,11,15,101
Cc1ccc(Cl)c(OCC(=O)NCC(c2cccs2)N2CCOCC2)c1 (configuration not stated),-1,-2,10,-1,-1,-13,2.6,10,-7,105
Cn1c(=O)n(C)c2cc(/C=N/N=C3/NC(=O)C(CC(=O)O)S3)ccc21 (configuration not stated),0,-1,-1,-5,13,14,-2.5,1,-3,100
COc1ccc(OCCCC(=O)N(C)CC(=O)Nc2c(C)cccc2C)cc1,1,-12,1,-1,3,12,-2.4,0,14,103
CC1CN(S(=O)(=O)c2ccc(Cl)c(C(F)(F)F)c2)CC(C)O1 (configuration not stated),-2,1,0,1,-4,2,-0.4,2,70*,97
CC(C)[C@H](NC(=O)Nc1ccc2c(c1)OCCO2)C(=O)O,0,13,3,0,-3,-3,0.5,-8,-5,125
COc1ccc(-c2cn3nc(SCC(=O)NC4CCCCC4)ccc3n2)cc1,-2,-14,-7,-3,11,-9,1.8,0,4,93
CC(=O)O[C@@H]1[C@H]2[C@@H](C[C@@H](C)[C@@H]3C=CC(=O)[C@@]13C)OC(=O)[C@@H]2C,8,4,0,-2,-4,11,-1.9,4,-1,/
O=C(CSc1nc2c(c(=O)n1-c1ccc(F)cc1)SCC2)NCC1CCCO1 (configuration not stated),2,-9,2,0,17,4,-0.7,7,2,104
O=C(Cc1ccccc1)Nc1ccccc1N1CCCC1,0,4,4,-4,11,-10,1.4,-5,11,98
CCCC1Oc2ccccc2C(=O)N(CC(=O)c2ccc3c(c2)OCCO3)C1=O (configuration not stated),-8,-3,-3,0,27,6,-1.2,7,-13,/
COc1ccc(-c2cc(C(=O)NCc3cn(C)nc3C)c3ccccc3n2)cc1OC,-1,-1,2,10,-15,-4,0.8,-8,11,/
O=C1c2cccc3c(O)ccc(c23)C(=O)N1c1ccc(Cl)cc1,-167,-2,2,0,0,-11,2.2,1,17,96
O=C(CC(=O)Nc1ccccc1)Nc1ccccc1,-3,-14,3,-5,-3,5,-1.0,-12,12,107
Nc1ccccc1C(=O)N1CCc2ccccc21,2,0,4,-3,-10,6,-1.2,-5,13,103
Cc1ccc(S(=O)(=O)N(C)CCCC(=O)n2nc(C)cc2C)cc1,-8,0,5,10,-4,8,-1.3,-5,-11,102
CCCn1c(CNC(=O)c2ccccc2)nc2ccccc21,-2,-10,-4,4,19,-8,1.5,-14,9,104
NC(=O)C1CCN(c2nc(-c3cccc(N)c3)cs2)CC1,-1,1,-1,13,-7,13,-2.4,-14,-5,108
COc1ccc(C(=S)N2CCCC2)cc1OC,-5,13,-1,1,2,7,-1.3,-12,-4,107
C#CCCOC(=O)Nc1ccccc1,-1,1,-3,3,-9,9,-1.8,5,-17,99
CC(=O)N1CCc2cc(S(=O)(=O)N3CCCCC3C)ccc21 (configuration not stated),-3,-4,-3,0,-31,11,-2.0,2,34,103
CC1CCN(C(=O)C(=O)Nc2sc3c(c2C(=O)O)CC(C)(C)OC3)CC1,0,-11,3,2,-6,15,-2.9,-7,-18,99
COc1ccc(-n2nnc3c(SC(C(C)=O)C(=O)N(C)C)ncnc32)cc1 (configuration not stated),-1,-1,3,-4,15,11,-2.1,10,20,111
O=C(N/N=C/c1ccccc1F)c1cccc2ccccc12,-3,3,1,0,0,7,-1.5,-19,-8,93
O=C(c1ccc(F)c(S(=O)(=O)N2CCOCC2)c1)N1CCN(c2ccc(F)cc2)CC1,0,-5,1,-2,-6,17,-4.5,-12,-2,98
CCCn1cc(S(=O)(=O)c2ccccc2)c(=O)c2cc(CC)ccc21,0,-9,-1,-2,7,20,-3.8,-14,20,/
CCNC(=O)c1ccc(NC(=O)CC2SC(N3CCCCC3)=NC2=O)cc1 (configuration not stated),-3,0,-2,3,-8,6,-1.4,-6,-8,/
CCOC(=O)CCn1nc(-c2ccccc2)cc1N,2,-8,2,-1,1,10,-1.8,1,6,/
CC(O)c1nc2ccccc2n1CCCOc1ccccc1 (configuration not stated),0,-13,-1,1,-3,14,-2.5,-2,1,93
O=C(CC1C(=O)NCCN1Cc1ccc(F)cc1)NCCOc1cccnc1 (configuration not stated),-1,-1,-2,4,7,12,-2.5,-4,4,85
CC(C(=O)Nc1ccc2[nH]c(=O)[nH]c2c1)N1CCN(Cc2ccc3c(c2)OCO3)CC1 (configuration not stated),1,-10,0,-2,4,1,-0.3,1,-1,/
N#Cc1ccccc1NC(=S)NC(=O)C1CCC1,-1,9,4,5,-19,12,-2.1,-6,-23,113
Cc1ccc2c(c1)c1nnc(SCC(=O)Nc3ccc(N(C)C)cc3)nc1n2CC(=O)O,-6,11,0,13*,-48,-2,0.3,-7,5,99
Oc1c(Cl)cc(Cl)cc1/C=N/Nc1ncc(Br)cn1,0,-2,-1,2,-6,7,-1.3,6,17,100
CC(C)Cn1c(SCC(=O)NCCCN2CCCC2=O)nc2ccccc21,-1,-15,-1,5,-13,17,-3.4,-6,-1,99
CCC(C)NC(=O)/C=C/c1cccs1 (configuration not stated),-2,0,6,0,-3,-3,0.5,-7,33,92

Compound activity (PubChem BioAssay)
